# Source: PubChem BioAssay (IUPUI and University of Michigan)
# ST2 inh: inhibitors of human ST2 (IL1RL1) binding to IL-33, primary screen, biochemical, AlphaLISA; Interleukin-1 receptor-like 1 (Homo sapiens), Q01638; AlphaLISA ST2-Fc/biotin-IL-33 interaction, 1 h; inhibition, % for hits at 17 µM; actives 2.3% (n = 78,000); in the data active means inhibition above about 30%; inconclusive means mostly about 10% to 28%
# Target sequence (Q01638 whole entry, looked up): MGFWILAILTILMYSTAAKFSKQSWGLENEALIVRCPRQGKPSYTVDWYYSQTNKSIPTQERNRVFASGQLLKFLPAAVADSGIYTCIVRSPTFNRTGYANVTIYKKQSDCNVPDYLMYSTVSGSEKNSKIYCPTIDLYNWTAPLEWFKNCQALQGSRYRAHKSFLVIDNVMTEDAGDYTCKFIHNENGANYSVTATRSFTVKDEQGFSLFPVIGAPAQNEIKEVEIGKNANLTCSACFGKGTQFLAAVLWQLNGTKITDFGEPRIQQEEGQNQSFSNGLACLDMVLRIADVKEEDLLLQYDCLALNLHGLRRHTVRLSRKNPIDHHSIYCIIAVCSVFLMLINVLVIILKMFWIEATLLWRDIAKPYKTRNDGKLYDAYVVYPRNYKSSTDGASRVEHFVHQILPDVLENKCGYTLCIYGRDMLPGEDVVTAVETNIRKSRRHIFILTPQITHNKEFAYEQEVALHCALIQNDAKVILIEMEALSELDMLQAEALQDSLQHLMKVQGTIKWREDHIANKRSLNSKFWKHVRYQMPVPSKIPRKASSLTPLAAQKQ
# * marks the source's active call; other numbers are inactive results; i = inactive; ? = inconclusive. Some of the compounds tested, so the mix of outcomes need not match the whole.
Molecule | ST2 inh
O=C1CC(Nc2ccc(N3CCOCC3)cc2)C(=O)N1c1ccc2c(c1)OCO2 (stereo not given) | 55%*
CC[C@H]1CN(C(=O)c2ccnc(Cl)c2)CC[C@H]1CC(=O)NCc1cccc2ccccc12 | i
COc1ccc(CCC(=O)Nc2cccc(F)c2)cc1 | i
COc1ccc(-c2[nH]ncc2Oc2ccccc2)c(O)c1 | i
C=CCn1c(CCNC(=O)COc2ccccc2)nc2ccccc21 | i
COc1ccc(NC(=O)CN2C(=O)C3CCCCN3c3ccc(C(=O)N(C)C)cc32)cc1 (stereo not given) | i
Cc1cccc(C#Cc2ccccc2)n1 | i
CC(C)c1cc(C2CCN(Cc3ccc(O)c(Cl)c3)CC2)[nH]n1 | i
COc1ccc(CN2CCN(c3nc4ccccc4s3)CC2)c(OC)c1OC | i
CN1C(=O)C2(CCN(c3ncnc4c3CCC4)CC2)c2ccccc21 | ?
CCOc1ccc(-c2cc(C)n3nc(C(=O)OC)cc3n2)cc1 | i
CCC(=O)N1CCc2cc(Br)cc(S(=O)(=O)N(CC)Cc3ccccc3)c21 | i
CC1(C)CC(=O)C(C(C2=C(O)CC(C)(C)CC2=O)c2ccc(F)cc2)C(=O)C1 (stereo not given) | i
c1c2c(cc3sc(N4CCCCC4)nc13)OCCO2 | i
Cc1cccc(C(=O)Nc2ccc(Cl)c(Cl)c2)c1 | i
CCN1CCN(C2=NC(=O)/C(=C/c3ccc(Br)cc3)S2)CC1 | ?
Cc1cc(Nc2ccccc2)nc(Nc2ccc(NC(=O)c3ccccc3)cc2)n1 | 32%*
NS(=O)(=O)c1ccc(CCNC(=O)c2ccc([N+](=O)[O-])cc2Cl)cc1 | i
CCC(C)NC(=O)[C@H](CSCc1ccccc1)N1Cc2ccccc2C1=O (stereo not given in full) | i
Cc1cc([N+](=O)[O-])ccc1NC(=O)c1cc2ccccc2oc1=O | ?
O=C(c1c(F)c(F)c(F)c(F)c1F)N1CCN(c2ccc(Cl)cc2)CC1 | i
Cc1cc(C)n(-c2ccc(C(F)(F)F)cc2[N+](=O)[O-])n1 | i
COc1ccc(NC2=CC(=NS(=O)(=O)c3cc(C)ccc3C)c3ccccc3C2=O)cc1 | 95%*
CC1(C)OC(=O)C(=CNC(CC(=O)O)C(=O)O)C(=O)O1 (stereo not given) | ?
Cc1ccc(-c2nc(N(C)Cc3nccn3C)ncc2-c2ccc(N)nc2)cc1 | i
CC(C)c1ccc(NC(=O)O[C@@H]2CO[C@H]3[C@@H]2OC[C@@H]3NC(=S)Nc2ccccc2)cc1 | i
CC(C)Oc1ccc(CCN=C(N)N=C(N)N)cc1Cl | i
c1ccc(CCc2nc(CCn3nnc(-c4ccccc4)n3)n[nH]2)cc1 | i
CC(=O)N1N=C(c2ccc(C)c(Cl)c2)OC12CCCC2 | i
CCCCNC(=O)Cc1c(C(=O)O)[nH]c2ccccc12 | i
CC(C)c1ccc(-c2nc(C(N)=O)c3c(n2)n(-c2ccc(F)cc2)c(=O)n3C)cc1 | i
COc1ccc(S(=O)(=O)N=C2C(C)=CC(=O)C=C2C)cc1 | i
Cc1ccc(Nc2c(-c3ccc(C)o3)nc3ccccn23)cc1 | ?
CC(=O)Nc1ccc(S(=O)(=O)Nc2ccc3c(c2)OCO3)cc1 | ?
CCCCNc1nc(-c2ccccc2F)nc2ccccc12 | i
CN(Cc1cc(C(C)(C)C)n[nH]1)Cc1cn[nH]c1-c1ccc(F)cc1 | i
CN(CCc1ccccn1)[C@H]1[C@@H]2OC[C@@H](O2)[C@@H](NC(=O)Nc2ccccc2)[C@@H]1O | i
CCOc1ccccc1Nc1ncnc2c1cnn2-c1ccc(OC)cc1 | i
Cc1ccc(Oc2ncccc2CNc2ncccc2Cl)cn1 | i
O=C(Nc1ccccc1Oc1ccccc1)N1CCOC(C(F)(F)F)C1 (stereo not given) | i
O=C(Cn1nc(-c2ccccc2)ccc1=O)NCCCN1CCc2ccccc2C1 | ?
Clc1ccc(-n2ncc3c(NCCN4CCOCC4)ncnc32)cc1 | ?
CCOC(=O)c1ccccc1NC(=O)N1CCN(Cc2nc3cccnc3n2-c2cc(C)cc(C)c2)CC1 | i
CC(C)CNC(=O)c1cc2n(n1)C(C(F)(F)F)CC(c1ccc(Cl)c(Cl)c1)N2 (stereo not given) | i
COc1cc(OC)cc(-c2cc3nc(C)c(CCC(=O)Nc4nc(C)cs4)c(C)n3n2)c1 | ?
COCC(=O)N1CCC(Oc2ccccc2C(=O)NCc2ncc(C)[nH]2)CC1 | i
CCN(Cc1ccccc1)C(=O)C1CCCN1S(=O)(=O)c1cccc2nsnc12 (stereo not given) | i
COc1ccc(Nc2nc3c(C)cccn3c(=O)c2C=NCc2ccccc2)cc1 | 40%*
COc1cccc(NC2(c3nnnn3-c3ccc(C)cc3)CCCC2)c1 | i
O=C(Nc1c(Cl)cccc1Cl)c1ccc(F)cc1 | ?

# Ordered by heavy-atom count (low to high): some entries from above
Molecule | ST2 inh
COc1ccc(-c2[nH]ncc2Oc2ccccc2)c(O)c1 | i
C=CCn1c(CCNC(=O)COc2ccccc2)nc2ccccc21 | i
O=C(c1c(F)c(F)c(F)c(F)c1F)N1CCN(c2ccc(Cl)cc2)CC1 | i

# Additional records
Molecule | ST2 inh
O=C(C1CC1)N1CCc2cc(S(=O)(=O)NCc3ccccc3Cl)ccc21 | i
N#C/C(=C\c1cc(Cl)ccc1O)c1nc2ccccc2[nH]1 | 35%*
Cc1ncsc1C(=O)NC1CC(=O)N(Cc2ccccc2Cl)C1 (stereo not given) | i
O=C(/C=C/c1cccnc1)N1CCC2(CCCN(Cc3ccccc3F)C2)C1 (stereo not given) | i
CCOc1ccc(N2C(=O)S/C(=C\c3ccc(O)cc3)C2=O)cc1 | i
Cc1nnc(SCCC(=O)Nc2ccccc2C(F)(F)F)s1 | i
Cc1ccc(-c2[nH]nc3c2C(c2cccc(F)c2)C(C#N)=C(N)O3)cc1 (stereo not given) | i
COc1ccc2c(c1)CCc1c(C(=O)Nc3cc(Cl)ccc3O)noc1-2 | ?
Cc1ccc(OCC(=O)N2CCC3(CC2)N=C(c2ccccc2)NC3=O)cc1 | i
COc1ccc(S(=O)(=O)Nc2cc(C)ccn2)cc1 | i
O=C1c2ccc(Oc3ccc([N+](=O)[O-])cc3)cc2C(=O)N1CCO | i
CNC(=O)[C@@H]1C[C@@H](N)CN1C(=O)c1ccoc1COc1ccc(C)cc1 | i
c1ccc(-c2ncn(CCCOc3cccnc3)c2-c2ncc[nH]2)cc1 | i
Cn1c(OCc2cccnc2)nc2c1c(=O)n(Cc1cccc(Cl)c1)c(=O)n2C | i
O=C1Nc2cc(C(=O)N3CCC4(CC3)OCCO4)ccc2SC1N1CCCCC1 (stereo not given) | i
Cn1cncc1-c1nnc([C@H]2CCN(CC(C)(C)C)C2)o1 | i
COc1ccc2cc3cc(C(=O)NCCCN4CCCC4=O)oc3nc2c1 | ?
CCN(CC)CCCNCc1ccc(F)cc1Cl | ?
CC1CCCC(C)N1C(=O)c1cc2n(n1)C(C(F)(F)F)CC(c1ccc(Cl)cc1)N2 (stereo not given) | ?
O[C@H]1C[C@@H]2CN(c3noc(-c4ccccc4)n3)C[C@@H]2C[C@@H]1O | ?
CN1CCC(Cc2noc(-c3ccccc3N3CCOCC3)n2)CC1 | ?
CCN(CC)C(=O)N1CCN(C(=O)c2ccc(C)cn2)CC1 | i
CCS(=O)(=O)N1CCN(c2ccc([N+](=O)[O-])c(NCc3cccnc3)c2)CC1 | i
COc1ccc(C2CC(c3ccc(Br)cc3)Nc3nc(N)nn32)cc1OC (stereo not given) | i
COCC(=O)N1CCC(Oc2ccc(C(=O)N(C)Cc3cccs3)cc2)CC1 | i
Nc1ccccc1C(=O)Nc1c(Cl)cccc1Cl | i
CCC1CCCCN1CCCNc1ncnc2nc[nH]c12 (stereo not given) | i
CO[C@H]1[C@H](NC(=O)Cc2cccs2)c2ccccc2C12CCN(Cc1cnc(SC)nc1)CC2 | i
COc1ccc(-c2nc(N3CCN(C)CC3)[nH]c(=O)c2C#N)cc1 | i
CC(=O)Nc1cc(C(=O)N2CCOc3ccccc3C2)c2c(c1)nc(C)n2Cc1ccccc1 | ?
Cc1ccccc1C1(O)CCN(C(=O)c2coc3c2C(=O)CCC3)C1 (stereo not given) | ?
Cn1c2c(c(=O)n(C)c1=O)C(c1cccc(Br)c1)C(C#N)=C(N)O2 (stereo not given) | ?
Cc1cc2ccccc2c(=O)n1CC(=O)NCC(=O)NC1CCCC(C)C1C (stereo not given) | i
Cc1cc(NC(=O)c2sc3cc(F)ccc3c2Cl)no1 | i
CCN(Cc1noc(CC(C)C)n1)C(=O)c1cnn2cc(C)cnc12 | i
C=CCNCCCOc1ccc(OCc2ccccc2)cc1 | ?
COc1ccc(C(=O)N2CCC(CCC(=O)Nc3cccc(C)c3)CC2)cc1 | i
N#Cc1c(NC(=O)COc2cccc(Br)c2)sc2c1CCC2 | ?
O=C1NN(c2ccc(Cl)c(Cl)c2)C(=O)/C1=C/c1ccc(-c2ccc3c(c2)C(=O)NC3=O)o1 | i
CC(C)(C)c1ccc(C(=O)N[C@H]2C[C@@H]3CC[C@H]2C3)cc1 | ?
CN(C(=O)c1cc(-c2ccco2)on1)c1ccccc1 | i
CC(C)NC(=O)c1ccc2nc3ccccc3c(=O)n2c1 | i
CCCC(=O)NC1CC(=O)N(c2ccc(OCC)cc2)C1 (stereo not given) | i
Cn1c(=NC(=O)CSCC(=O)N2CCc3ccccc32)sc2ccccc21 | i
COc1cccc(NC(=O)N[C@H]2C[C@@H](c3nc(-c4ccccc4)no3)N(C)C2)c1 | i
CCCCn1c(-c2ccc(Cl)cc2)nc2c(=O)n(C)c(=O)[nH]c21 | i
COc1ccc(N2CCN(C3CCCN(C(=O)C4(O)CCCC4)C3)CC2)cc1 (stereo not given) | i
COc1ccc(/C=C2/N=C(c3ccc(C)cc3)OC2=O)cc1[N+](=O)[O-] | ?
Cc1cc(C(=O)NC2CC(=O)N(Cc3ccccc3C(F)(F)F)C2)n[nH]1 (stereo not given) | i
Cc1cccc(NC(=O)CCC2CCN(C(=O)Cn3cnnn3)CC2)c1 | i

# Nothing new here: an excerpt of the list.
Molecule | ST2 inh
Nc1ccccc1C(=O)Nc1c(Cl)cccc1Cl | i
CCC1CCCCN1CCCNc1ncnc2nc[nH]c12 (stereo not given) | i
CO[C@H]1[C@H](NC(=O)Cc2cccs2)c2ccccc2C12CCN(Cc1cnc(SC)nc1)CC2 | i
COc1ccc(-c2nc(N3CCN(C)CC3)[nH]c(=O)c2C#N)cc1 | i

# Following part:
Molecule | ST2 inh
Cc1cc(NC(=O)c2ccc(Br)cc2)ccc1O | ?
COc1ccccc1C1C(C#N)=C(N)Oc2n[nH]c(C(C)(C)C)c21 (stereo not given) | i
Cc1cc(NC(=O)NC(=O)c2ccc(C(F)(F)F)cc2)n[nH]1 | i
O=S(=O)(NCc1ccccc1)N1CCC(O)CC1 | ?
COc1ccc(C2=NN(CC(=O)NCCN3CCOCC3)C(=O)CC2)cc1 | ?
COc1cc(CN2CCC(C)CC2)c([N+](=O)[O-])cc1OC | i
Clc1ccc2nc(N3CCOCC3)sc2c1 | i
CCC(CC)C(=O)Nc1cc(Cl)ccc1OCc1cc(=O)n2oc(C)cc2n1 | i
Fc1ccccc1OCCCn1ccnc1 | i
COc1cccc(OC(=O)c2cc3ccccc3oc2=O)c1 | i
COc1ccc(C2SCCN2C(=O)c2cc3ccccc3oc2=O)cc1OC (stereo not given) | i
O=C(c1ccc2c(c1)N(Cc1ccc(F)cc1Cl)C(=O)CS2)N1CCC2(CC1)OCCO2 | i
Cc1cc(N2N=C(c3ccccc3)CC2=O)nc(-c2ccccc2O)n1 | 31%*
Cc1ccccc1/C=C1\Sc2ccccc2N(CC(=O)NCCc2ccccc2)C1=O | ?
CN(C)S(=O)(=O)N1CCC(n2nccc2NC(=O)Cc2ccccc2)CC1 | i
O=C(Nc1cccc(F)c1)N1Cc2[nH]cnc2C[C@H]1c1nc(-c2ccc3ccccc3c2)no1 | i
Brc1ccccc1OCCCN1CCOCC1 | i
CCOc1ccc(-c2cn(-c3cc(C)ccc3C)c(=O)[nH]2)cc1Cl | i
CCC(NC(=O)c1cc(OC)ccc1OC1CCN(C(C)=O)CC1)c1ccncc1 (stereo not given) | ?
CCn1nc(CC(C)C)cc1C(=O)NCc1nnc2n1CCC2 | ?
CCCc1cc2c(=O)c(-c3ccc4c(c3)OCCCO4)c(C)oc2cc1OC | i
COc1ccccc1Nc1cc(C)nc2ccc(Cl)cc12 | i
Oc1oc(-c2ccc(Br)cc2)nc1C=Nc1ccccn1 | i
O=C(c1cccn2c(=O)c3cc4ccccc4cc3nc12)N1CCN(Cc2ccccc2)CC1 | i
CSc1ccc(CN2CCCC(C(=O)N3CCCCCC3)C2)cc1 (stereo not given) | i
O=C(O)CSCC(=O)N[C@H]1CO[C@H]2[C@@H]1OC[C@@H]2Nc1nccc(-c2ccc3c(c2)OCO3)n1 | ?
CCC(=O)N1c2ccccc2-c2nnc(SC)nc2OC1c1cccnc1 (stereo not given) | i
O=C(Nc1ccc(-c2nc3ccccc3o2)cc1)c1ccc(N2C(=O)C3C4C=CC(C4)C3C2=O)cc1 (stereo not given) | i
CCOC(=O)C1CCN(C(=O)c2cn(CC(C)C)c(=O)c3cc(OC)c(OC)cc23)CC1 | i
C=CCN(C(=O)c1ccc(OC)cc1)c1nnc(-c2ccncc2)s1 | i
CCN(CC)c1ccc(C(=O)NCc2nc3cccnc3n2CCOC)cc1 | ?
O=C1C2C3CCC(C3)C2C(=O)N1c1ccc(F)c(Cl)c1 (stereo not given) | i
COCc1cc(CN(C)c2nc(-c3cccnc3)nc3c2cnn3C)[nH]n1 | ?
O=C(c1noc2c1CCCC2)N1CCCCC1 | ?
